Bim-Bcl-XL: inhibitors of Bim-Bcl-XL interaction, human; Bim peptide-Bcl-XL binding, bead flow cytometry, fluorescence; 190,000 tested, 0.04% active; AID 1007; inhibition, % at 10 µM; Q07817
Rab7 wt modul: modulators of GTP binding to dog Rab7 wildtype GTPase; 190,000 tested, 0.055% active; GTP binding activity (percent of control), % at 10 µM; GST-Rab7 beads, fluorescent GTP binding, flow cytometry; actives lie on both sides; untreated = 100%, excess cold GTP = 0%;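 active means fluorescent GTP binding to Rab7 beads changed by at least 20 points from the 100% baseline, either direction, mostly lower; inconclusive means compound itself probably fluorescent, or too few beads counted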;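 further: median green fluorescence of bound Bodipy-FL-GTP per Rab7 bead population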
Bim-Bfl-1: human Bim-Bfl-1 interaction inhibition; 190,000 tested, 0.12% active; inhibition, % at 10 µM; Bead-based flow cytometry, Bim-Bfl-1 binding inhibition;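 further: 0% = wells without compound plus tracer and 100% = blocker peptide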
Cdc42 wt GTP: human Cdc42 wildtype GTP binding change, either direction | AID 761 | GST-Cdc42 beads, Bodipy-GTP binding, flow cytometry; actives lie on both sides | percent activity (GTP binding), % at 10 µM | 190,000 tested, 0.2% active;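 active means percent activity GTP binding at least 20 points away from the 100% baseline, either down as inhibitor or up as activator; inconclusive means compound flagged as likely green fluorescent from well-wide comparison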;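 further: median bead fluorescence of bound Bodipy-FL-GTP at 100 nM; 0% = excess unlabeled GTP control and 100% = no compound control; below 100% means less GTP binding so inhibitor and above means activator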
Target sequence (P60953 whole entry, looked up): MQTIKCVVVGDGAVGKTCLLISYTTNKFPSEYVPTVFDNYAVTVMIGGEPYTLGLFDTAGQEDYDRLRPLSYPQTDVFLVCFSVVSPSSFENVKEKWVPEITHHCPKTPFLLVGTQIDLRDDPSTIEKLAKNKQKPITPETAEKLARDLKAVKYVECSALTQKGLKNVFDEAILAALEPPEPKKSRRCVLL
Bcl-2 Bim block: inhibitors of Bim-Bcl-2 interaction, human. Bead-based flow cytometry, Bim peptide-Bcl-2 binding. inhibition, % at 10 µM. 190,000 tested, 0.06% active. AID 950; in the data active means inhibition above about 40%; inconclusive means no clear call, values can overlap the other calls;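 further: 0% = no compound wells with probe peptide and 100% = reference peptide inhibitor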
Target sequence (P10415 whole entry, looked up): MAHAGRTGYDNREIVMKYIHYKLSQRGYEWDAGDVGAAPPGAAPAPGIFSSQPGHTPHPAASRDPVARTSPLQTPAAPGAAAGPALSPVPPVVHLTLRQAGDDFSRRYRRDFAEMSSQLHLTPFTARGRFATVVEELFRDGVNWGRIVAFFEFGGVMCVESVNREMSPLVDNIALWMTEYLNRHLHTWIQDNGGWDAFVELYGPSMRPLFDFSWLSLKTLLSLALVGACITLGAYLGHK
Rac1 wt modul: human Rac1 wildtype GTP binding, inhibitors and activators; 190,000 tested, 0.27% active; P63000; GST-Rac1 beads, fluorescent GTP binding, flow cytometry; actives lie on both sides; 0 = cold GTP competed, 100 = untreated; AID 757; GTP binding activity (% of control), % at 10 µM;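 active means GTP binding activity at least 20 points away from the 100% control level, either lower or higher; inconclusive means compound flagged as likely green fluorescent, judged across all proteins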
Bim-Bcl-W: inhibitors of Bim-Bcl-W interaction, human; bead-based flow cytometry, Bim peptide-Bcl-W binding; inhibition, % at 10 µM; 190,000 tested, 0.02% active;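 further: 0% = bound tracer without compound and 100% = peptide blocker; higher means less fluorescent Bim peptide bound to Bcl-W beads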
Target sequence (Q92843 whole entry, looked up): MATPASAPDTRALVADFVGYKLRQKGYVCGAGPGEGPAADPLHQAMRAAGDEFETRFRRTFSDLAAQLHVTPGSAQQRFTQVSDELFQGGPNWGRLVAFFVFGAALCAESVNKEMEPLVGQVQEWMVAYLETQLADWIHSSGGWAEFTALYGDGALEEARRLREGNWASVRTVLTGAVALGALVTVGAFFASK
Bim-Bcl-B: human Bim-Bcl-B interaction inhibition | Q9HD36 | bead-based flow cytometry, Bim peptide-Bcl-B binding | inhibition, % at 10 µM | 190,000 tested, 0.073% active | AID 951;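 further: 0% = tracer peptide without compound and 100% = reference inhibitor peptide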
Target sequence (Q9HD36 whole entry, looked up): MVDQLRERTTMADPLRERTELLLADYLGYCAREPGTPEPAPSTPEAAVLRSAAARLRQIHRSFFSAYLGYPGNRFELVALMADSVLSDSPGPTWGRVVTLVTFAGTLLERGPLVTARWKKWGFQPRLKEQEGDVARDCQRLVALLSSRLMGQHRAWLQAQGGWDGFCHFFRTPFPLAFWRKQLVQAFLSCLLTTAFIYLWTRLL
HRas wt GTP bind: human HRas wildtype GTP binding, change in either direction; GST-Ras wt beads, Bodipy-FL-GTP binding, flow cytometry; actives lie on both sides; P01112; GTP binding activity, % at 10 µM; 190,000 tested, 0.14% active;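 active means GTP binding activity at least 20% away from the 100% baseline, either lowered as inhibitor or raised as activator; inconclusive means flagged as likely green fluorescent, judged across all proteins in the well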;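 further: 0% = unlabeled GTP competition control and 100% = no-compound control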
Target sequence (P01112 whole entry, looked up): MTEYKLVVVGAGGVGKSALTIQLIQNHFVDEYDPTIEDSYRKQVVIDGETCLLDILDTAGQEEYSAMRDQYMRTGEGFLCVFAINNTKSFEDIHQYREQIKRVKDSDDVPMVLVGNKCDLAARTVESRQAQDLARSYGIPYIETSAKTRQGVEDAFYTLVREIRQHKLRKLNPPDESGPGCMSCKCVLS
Rab2A wt mod: changes GTP binding to wildtype dog Rab2A, up or down; P61105; GST-Rab2 wt beads, Bodipy-GTP binding, flow cytometry; GTP binding activity, % at 10 µM; 190,000 tested, 0.19% active; AID 760;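 active means GTP binding activity at least 20 points away from 100%, either lowered or raised; inconclusive means signal likely due to the compound's own green fluorescence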;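 further: 0% = beads with excess unlabeled GTP and 100% = no-compound control corrected for plate trend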
Rac1 mut GTP: modulators of GTP binding to human Rac1 activated mutant | P63000 | GST-Rac1 activated beads, fluorescent GTP binding, flow cytometry; actives lie on both sides; 100% means binding = to untreated wells | percent activity (GTP binding), % at 10 µM | 190,000 tested, 0.11% active | AID 764;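 active means GTP binding at least 20 percentage points away from the 100% baseline, in either direction, so actives lie on both sides; inconclusive means Compound likely fluorescent itself, or too few beads counted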
* hit, by the source's call; ? = inconclusive. Unless noted, no stated cut-off is given here; in the data, active means inhibition above about 40%.

SMILES	Bim-Bcl-XL	Rab7 wt modul	Bim-Bfl-1	Cdc42 wt GTP	Bcl-2 Bim block	Rac1 wt modul	Bim-Bcl-W	Bim-Bcl-B	HRas wt GTP bind	Rab2A wt mod	Rac1 mut GTP
CCOC(=O)C1(CCCc2ccccc2)CCN(C(=O)c2ccoc2)CC1	-1	104	-8	97	0	100	-3	-1	98	100	96
Nc1cc(-c2ccccc2)nn1S(=O)(=O)c1ccc(F)cc1	-2	100	-9	101	-7	103	1	-8	101	101	99
O=C(NCc1ccc2c(c1)OCO2)c1cccc([N+](=O)[O-])c1	-3	100	-8	101	-6	102	0	-8	99	101	98
COc1ccc(-c2[nH]ncc2-c2nc(C)cs2)c(O)c1	-3	105	-3	99	-3	99	0	-2	97	101	95
CCn1c(SCC(=O)Nc2ccc3c(c2)OCCO3)nnc1-c1cccs1	-1	104	-7	103	0	104	3	-2	102	102	100
O=C(CCc1nc(-c2ccccc2F)no1)NCCc1ccccc1Cl	0	98	-11	102	-9	104	-1	-8	98	98	97
COc1ccc(C)cc1NC(=O)CN1CCN(S(=O)(=O)c2ccc(Br)cc2)CC1	-9	94	-23	98	-15	106	-4	-12	97	96	98
NC(=O)NCc1ccccc1Cl	-2	99	-6	98	-3	98	-1	-4	96	97	98
CCOC(=O)c1[nH]c2ccccc2c1NC(=O)COC	-5	99	-12	102	-9	104	0	-8	100	100	99
Cc1ccccc1/C=C\c1nc2ccccc2c(=O)[nH]1	0	108	-13	100	-5	103	-5	-7	101	101	97
Cc1ccc(S(=O)(=O)N(CCC(=O)Nc2ccc(OC(F)(F)F)cc2)c2ccccc2)cc1	-5	93	-1	95	1	97	0	-4	97	94	95
COc1cc(C2C(C#N)=C(N)Oc3c2c(-c2ccccc2)nn3-c2ccccc2)cc(OC)c1OC (stereo not given)	-2	96	0	100	-1	101	-2	-2	97	97	98
Cc1ccc(P(=O)(OCCN2CCOCC2)C(C)(C)C)o1 (stereo not given)	-3	103	-1	101	0	101	-3	1	101	102	98
CC(C)C(c1nnnn1CCc1ccccc1)N1CCSCC1 (stereo not given)	-5	103	-4	95	-6	95	-5	-6	100	97	95
CCN(CC)c1nc(Oc2ccc(=O)[nH]n2)nc(N2CCOCC2)n1	-3	99	-3	100	-1	103	-1	-6	101	99	100
O=C(CSc1ccc(-c2ccccn2)nn1)NC1CCCC1	1	102	-3	98	-2	99	0	-3	96	95	97
O=C(NCc1ccccn1)c1cc2cc(Br)ccc2oc1=O	-4	?	-13	?	-14	?	-2	-7	?	?	?
Cc1ccc(CSc2nc3nc(C)cc(C)c3c(=O)[nH]2)cc1	-1	93	-3	94	0	94	2	-2	95	90	90
N/C(=N\OC(=O)Cc1ccc([N+](=O)[O-])cc1)c1ccccn1	-2	99	-1	102	2	103	1	0	99	100	99
O=[N+]([O-])c1ccccc1S(=O)(=O)NCCc1ccncc1	0	96	-2	95	0	100	0	0	99	98	94
COc1ccc(C(=O)/C=C/c2ccc(OC)c(COc3ccc(F)cc3)c2)cc1	-9	106	-20	105	-15	107	-1	-9	104	102	98
Cc1c(-c2cccs2)[n+](=O)c2c(n1[O-])CCC2	0	96	-1	96	-1	99	-4	-1	98	98	94
Cc1ccccc1/C=N/NC(=O)Cn1nnc(N)n1	-3	103	0	102	0	104	-2	-7	102	99	99
CCN(CC)CCCNc1oc(-c2ccc(OC)c(OC)c2)nc1C#N	1	97	-1	94	3	93	-2	0	94	92	94
Cc1ccc(S(=O)(=O)N2CCN(CC(O)c3ccccc3)CC2)cc1C (stereo not given)	-4	104	0	99	-3	100	-1	-2	96	99	97
(listing goes on)
SMILES	Bim-Bcl-XL	Rab7 wt modul	Bim-Bfl-1	Cdc42 wt GTP	Bcl-2 Bim block	Rac1 wt modul	Bim-Bcl-W	Bim-Bcl-B	HRas wt GTP bind	Rab2A wt mod	Rac1 mut GTP
COc1ccc(C(=O)Nc2ccc(/C(C)=N/NC(=O)c3ccccc3O)cc2)cc1OC	-5	100	-1	99	-2	101	-4	-5	99	98	97
CSc1ncc(Cl)c(C(=O)Nc2nnc(SC)s2)n1	-6	98	-14	99	-9	109	2	-8	102	102	100
O=C(NNC(=S)Nc1ccc(F)cc1)C1CC1c1ccc(Cl)cc1 (stereo not given)	-2	97	1	103	2	103	1	-5	101	97	98
O=C(COn1nnc2ccc(Cl)cc21)Nc1ccc(F)cc1	-3	94	-5	100	-6	99	-1	-2	96	97	96
c1ccc(-c2nnc(-c3ccccc3)c(-c3c[nH]c4ccccc34)n2)cc1	-2	100	-9	98	-8	103	-1	-5	96	98	100
COc1ccc2[nH]c(=O)c(CN(CCO)C(=O)NCc3ccccc3)cc2c1	0	98	-1	105	1	101	0	2	101	101	98
O=C(CN(C(=O)c1ccccc1Cl)N1C(=O)C2C3C=CC(C3)C2C1=O)c1cccs1 (stereo not given)	-1	106	-4	100	0	98	1	-1	98	99	95
COc1cc(CN2CCN(c3ccccc3C)CC2)cc([N+](=O)[O-])c1O	-3	97	1	100	0	100	0	-2	98	102	100
CCn1c2c(c3cc(Br)ccc31)CCC/C2=N\O	-4	101	-1	100	-1	99	-4	-1	101	101	98
CCN(c1ccccc1)c1ncnc2c1cnn2-c1ccccc1	0	99	-11	104	-5	105	0	-4	102	100	100
O=C1CCC(C(=O)OCc2ccccc2)N1 (stereo not given)	6	103	-9	101	-15	103	0	-24	100	99	98
CC(C)C(=O)Nc1cc(=O)[nH]c2ncnn12	-6	95	-5	102	-3	101	-5	-5	98	97	98
CCCCc1cc(=O)oc2cc(C)cc(OCc3nn[nH]n3)c12	0	101	0	101	0	101	-3	0	99	99	99
O=C1CC(c2c(F)cccc2Cl)C2=C(COC2=O)N1 (stereo not given)	-3	97	-10	101	-11	97	-4	-10	100	100	98
COc1cccc(CNn2cnnc2)c1OCc1ccc(F)cc1	5	95	-10	97	-4	98	1	-4	98	95	94
COc1ccccc1N1CCN(C(=O)C2CC=CCC2C(=O)O)CC1 (stereo not given)	0	101	0	109	0	106	1	-3	109	108	102
Cc1occc1C(=O)NNC(=O)C1CC1	-3	103	-7	99	-2	101	1	-1	102	98	98
O=C(NCCc1ccccc1)c1ccc(Cl)nc1	-8	99	-4	100	-3	106	-6	-11	101	101	100
Cc1ccc(C(=O)NC(=O)CSc2ncccc2C(=O)O)cc1	-4	104	-6	95	-5	97	-5	-5	96	98	91
COC(=O)c1sc(NC(=O)COc2cccc(C)c2)nc1C	-5	98	-6	100	-6	101	-4	-4	100	98	99
CCN(CC)CCNC(=O)c1ccc(NC(C)=O)cc1	-2	101	-1	101	-4	106	-3	-1	98	102	100
c1cncc(COC2CCCN(Cc3nc(-c4cccs4)no3)C2)c1 (stereo not given)	0	95	-3	95	-2	96	-1	-4	95	97	94
COc1ccc(CN2CCNC(=O)C2CC(=O)NC2Cc3ccccc3C2)c(OC)c1 (stereo not given)	-1	106	-4	101	-3	102	0	-7	102	100	97
O=C(COC(=O)CCc1ccc(S(=O)(=O)N2CCOCC2)cc1)NC(=O)NC1CCCCC1	0	94	-6	96	0	100	-2	-3	95	96	95
O=C(O)CCCC(=O)Nc1ccc(C(=O)NCc2cccnc2)cc1	-13	102	-9	102	-9	102	1	-5	102	100	96

Arranged by length of the SMILES (lowest first): some entries from above
SMILES	Bim-Bcl-XL	Rab7 wt modul	Bim-Bfl-1	Cdc42 wt GTP	Bcl-2 Bim block	Rac1 wt modul	Bim-Bcl-W	Bim-Bcl-B	HRas wt GTP bind	Rab2A wt mod	Rac1 mut GTP
O=C(COn1nnc2ccc(Cl)cc21)Nc1ccc(F)cc1	-3	94	-5	100	-6	99	-1	-2	96	97	96
Cc1ccc(C(=O)NC(=O)CSc2ncccc2C(=O)O)cc1	-4	104	-6	95	-5	97	-5	-5	96	98	91
O=C(CN(C(=O)c1ccccc1Cl)N1C(=O)C2C3C=CC(C3)C2C1=O)c1cccs1 (stereo not given)	-1	106	-4	100	0	98	1	-1	98	99	95

Continuation.
SMILES	Bim-Bcl-XL	Rab7 wt modul	Bim-Bfl-1	Cdc42 wt GTP	Bcl-2 Bim block	Rac1 wt modul	Bim-Bcl-W	Bim-Bcl-B	HRas wt GTP bind	Rab2A wt mod	Rac1 mut GTP
COc1cc(/C=N/NC(=O)c2cccc([N+](=O)[O-])c2)ccc1OCc1ccccc1	-2	98	-3	101	1	101	-1	-4	103	100	98
COc1ccc2nc(Nc3nc4cc5c(cc4s3)OCO5)sc2c1	-6	97	12	92	2	96	0	-13	95	94	96
CC1(C)Cc2ccccc2-c2nc(-c3ccccc3)oc(=O)c21	-9	100	-10	106	-6	108	5	-5	103	100	102
S=C(Nc1ccc(Cl)cc1)N1CCN(C2CCCCC2)CC1	-6	100	-4	100	-8	102	-1	-12	99	99	99
CCN1C(=O)c2ccccc2S(=O)(=O)c2ccc(C(=O)N3CCOCC3)cc21	-4	103	-9	106	-7	106	1	-7	103	105	100
Cc1ccc(S(=O)(=O)N2CCOCC2)cc1NC(=O)CSc1nnc(N)s1	-5	102	-7	99	-6	97	-2	-9	99	98	94
CCN(CC)S(=O)(=O)c1cccc(C(=O)N/N=C(\C)c2ccc(O)cc2O)c1	-3	?	-1	?	-2	?	0	-4	?	?	?
COC(=O)C(NS(=O)(=O)c1ccc(NC(C)=O)cc1)C(C)C (stereo not given)	-20	?	-14	?	-9	?	0	-8	?	?	?
CC(NC(=O)CCCN1C(=O)c2ccccc2C1=O)c1ccc2c(c1)CCCC2 (stereo not given)	-2	100	-14	104	-14	108	0	-10	102	101	97
O=C(CSc1ccccc1)N1CCC(N2CCC(C(=O)N3CCCC3)CC2)CC1	0	99	-3	99	-1	98	-3	0	98	98	97
Cc1ccc(C(=O)/C=C/c2c[nH]c3ccccc23)cc1	4	104	1	98	2	99	1	-1	101	100	95
Cn1c(C(=O)O)c(C=O)c2ccccc21	-1	97	-1	97	1	95	-2	0	97	96	95
NNc1nccc(Nc2ccccc2C(=O)O)n1	-6	98	-11	93	0	94	-1	-8	93	90	93
Cc1cc(C(=O)O)c2ccccc2n1	0	104	0	104	1	100	1	4	105	100	99
CN(c1cccc(NC(=O)CN(c2cccc(Cl)c2)S(=O)(=O)c2ccc(Cl)cc2)c1)S(C)(=O)=O	-5	96	0	98	-4	101	-3	-3	98	100	103
O=C(NCC12CC3CC(CC(C3)C1)C2)c1nn2c(c1Cl)NC(c1ccco1)CC2C(F)(F)F (stereo not given)	0	100	-7	97	-4	99	0	-7	99	98	96
NC(=O)Nc1ccccc1C(=O)NCCc1ccccc1	0	98	-3	102	-4	100	-3	-7	98	94	100
CC(=O)Nc1c(C(=O)O)oc2ccccc12	-2	98	-11	99	-4	102	-1	-6	99	98	98
O=C(NCc1ccc2c(c1)OCO2)C1CC(=O)N(c2ccc(O)cc2)C1 (stereo not given)	-7	99	-12	104	-6	108	0	-9	101	100	102
C/C(=N\Nc1nc(N2CCOCC2)nc(N2CCOCC2)n1)c1cccc([N+](=O)[O-])c1	6	100	7	92	2	93	5	1	97	97	95
